POLK inh – blocks human DNA polymerase kappa activity; Q9UBT6; purified Pol kappa, fluorescent DNA synthesis assay, 10 min; Potency, µM (highest dose often 107 µM), for inactives: at the top dose activity, negative = inhibition, most hits filed as inhibitors; 0.53% of 400,000 active; also: % is scaled to controls: 0 for no effect and ±100 for the full control effect
Target sequence (Q9UBT6 whole entry, looked up): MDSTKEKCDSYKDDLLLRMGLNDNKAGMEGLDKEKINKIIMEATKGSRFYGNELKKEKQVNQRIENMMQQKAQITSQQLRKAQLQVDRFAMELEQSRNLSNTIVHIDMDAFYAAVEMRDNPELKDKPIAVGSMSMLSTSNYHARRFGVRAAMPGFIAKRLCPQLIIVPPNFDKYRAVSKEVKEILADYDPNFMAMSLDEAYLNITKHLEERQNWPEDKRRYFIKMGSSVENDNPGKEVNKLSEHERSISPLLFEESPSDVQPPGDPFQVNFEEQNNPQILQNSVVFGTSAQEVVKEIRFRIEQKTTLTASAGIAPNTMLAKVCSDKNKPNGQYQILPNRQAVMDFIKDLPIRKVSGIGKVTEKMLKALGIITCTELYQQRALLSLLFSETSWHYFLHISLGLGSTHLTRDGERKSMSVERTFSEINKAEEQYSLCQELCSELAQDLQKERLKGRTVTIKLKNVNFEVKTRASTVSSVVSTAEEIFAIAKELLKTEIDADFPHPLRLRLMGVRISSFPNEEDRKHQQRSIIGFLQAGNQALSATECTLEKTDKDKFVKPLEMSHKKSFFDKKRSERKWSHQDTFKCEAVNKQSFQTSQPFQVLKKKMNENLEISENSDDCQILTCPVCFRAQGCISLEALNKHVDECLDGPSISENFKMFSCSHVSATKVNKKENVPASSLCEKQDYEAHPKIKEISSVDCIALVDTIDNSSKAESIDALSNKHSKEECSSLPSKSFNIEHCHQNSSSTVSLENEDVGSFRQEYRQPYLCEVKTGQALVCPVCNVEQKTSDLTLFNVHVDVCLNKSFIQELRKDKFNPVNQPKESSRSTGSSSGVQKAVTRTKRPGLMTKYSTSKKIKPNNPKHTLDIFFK
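Enzyme at 10 nM met test compounds for 15 min at room temperature. Substrate addition (50 nM final) began the reaction, which was monitored by fluorescence at 0 and 10 min.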
Pol iota inh – inhibitors of human DNA polymerase iota; AID 588590; Q9UNA4; Pol iota fluorescent replication assay, 10 min; Potency, µM (series often up to 115 µM), for the others: at the top dose activity, negative = inhibition, hits mostly inhibitors; 1% of 390,000 active
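Fluorescent replication assay read twice, at 0 min and 10 min after adding 50 nM (final) substrate. Enzyme (10 nM) and compounds were first incubated 15 min at room temperature; enzyme-free buffer wells were negative controls.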
POLH inh – DNA polymerase eta (human) inhibition; 1.2% of 390,000 active; Potency, µM (highest dose often 114 µM), without a hit: at the top dose activity change, negative = inhibition, usual class: inhibitors; AID 588591; recombinant Pol eta, fluorescent DNA replication assay; Q9Y253; also: % is scaled to controls: 0 for no effect and ±100 for the full control effect
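Fluorescent replication assay: 50 nM final substrate added after a 15 min room-temperature compound preincubation with 10 nM enzyme. Signal taken at 0 min and again at 10 min.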
BLM helicase inh – Bloom syndrome helicase (human) inhibition | P54132 | recombinant BLM DNA unwinding, fluorescence dequenching | Potency, µM (titrated, usually from 56.1 µM), without a hit: at the highest dose activity change, negative = inhibition, most hits filed as inhibitors | 0.2% of 350,000 active | AID 2528;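 also: plate controls were vehicle for no effect and no enzyme for full effect; nearly all actives have a fitted effect of over 35% in size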
Pol beta inh – DNA polymerase beta (human) inhibition; 1.3% of 340,000 active; Pol beta primer extension/strand displacement, fluorescence kinetic; P06746; Potency, µM (doses to about 114 µM), without a hit: top-dose activity change, negative = inhibition, usual class: inhibitors; also: % is scaled to controls: 0 for no effect and ±100 for the full control effect
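10 nM enzyme + cpd, 15 min RT; start with substrate 50 nM final; read 0 min and after 10 min RT. Corrected, normalized data; 4-parameter Hill curve fit.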
APE1 inh – blocks human APE1 abasic DNA cleavage; 0.35% of 350,000 active; Potency, µM (highest dose often 65.8 µM), inactives show top-dose activity change, negative = inhibition, most hits filed as inhibitors; recombinant APE1, TAMRA/BHQ-2 abasic DNA cleavage fluorescence; P27695;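 also: plate controls were vehicle for no effect and reference inhibitor for full effect; nearly all actives have a fitted effect of over 55% in size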
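Step 1: APE1 (0.75 nM) with compound, 15 min RT. Step 2: add 50 nM fluorophore/quencher THF duplex. Step 3: three fluorescence reads 60 s apart (525/598 nm); read 3 minus read 1 = reaction progress.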
BAZ2B inh – BAZ2B (human) inhibition | 4.4% of 360,000 active | Potency, µM (highest dose often 114 µM), without a hit: at the highest dose activity change, negative = inhibition, hits mostly inhibitors | AlphaScreen BAZ2B-H3K14Ac peptide displacement | AID 504333; also: % is scaled to controls: 0 for no effect and ±100 for the full control effect; nearly all actives have a fitted effect of over 60% in size
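Protein-peptide AlphaScreen: BAZ2B 50 nM, b-H3K14Ac 50 nM, 1x PBS pH 7.4 + 0.01% Tween-20. Preincubation 30 min RT; cpd 30 min RT (top 110 uM); beads 20 min RT, light-protected.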
G9a block – inhibitors of human histone lysine methyltransferase G9a; Q96KQ7; G9a H3K9 monomethylation, AlphaScreen, 2 h; 8.8% of 350,000 active; Potency, µM (doses to about 102 µM), inactives show at the highest dose activity, negative = inhibition, actives largely listed as inhibitors; also: % is scaled to controls: 0 for no effect and ±100 for the full control effect; nearly all actives have a fitted effect of over 75% in size
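Compounds were preincubated with 20 nM G9a for 15 min, after which biotinylated H3K9 peptide (500 nM) and SAM (20 uM) started a 2 h room-temperature reaction. Monomethylated product was quantified by antibody-based AlphaScreen chemiluminescence.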
Anesthetic bind – binds horse apoferritin like a general anesthetic | Potency, µM (series often up to 77.5 µM), inactives show top-dose activity change, negative = displacement, usual class: inhibitors | apoferritin/1-aminoanthracene competitive binding, fluorescence | 0.074% of 350,000 active; also: % is scaled to controls: 0 for no effect and ±100 for the full control effect; nearly all actives have a fitted effect of over 20% in size
Target sequence (P02791 2-175 limits assumed): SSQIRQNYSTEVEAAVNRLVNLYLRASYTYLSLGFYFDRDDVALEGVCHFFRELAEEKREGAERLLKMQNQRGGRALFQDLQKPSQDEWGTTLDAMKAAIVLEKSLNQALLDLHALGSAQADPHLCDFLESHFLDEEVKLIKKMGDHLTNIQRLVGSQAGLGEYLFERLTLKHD
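Read-out: endpoint 1-AMA fluorescence, excitation 380 nm and emission 535 nm, after compounds sit 10 min at room temperature with 10 uM horse-spleen apoferritin in 50% saturated 1-AMA/PBS. Values come from four-parameter Hill fits.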
* hit, by the source's call; ? = inconclusive; / = no result given; & = joins results of further samples; [ ] = remark or other dose. Calls follow the shape of the dose curve; as a rule, active = well fitted curve in the direction sought with a large enough effect; inconclusive = small, poorly fitted or top-dose-only effect, or another doubt; inactive = no such curve, though single readings can be large; an effect the other way counts as inactive or inconclusive. Potency is read from the fitted curve at half-maximal effect.

#1 Cc1ccc(-c2nn(CC(=O)Nc3cccnc3)c(=O)c3ccccc23)cc1
#2 COc1ccc2[nH]cc(CCNC(=O)C3CCCCC3)c2c1
#3 CCOc1ccc2[nH]c(=O)c(CN(CC3CCCN3CC)C(=O)NCc3ccccc3)cc2c1 (stereo unspecified)
#4 COC(=O)c1cc(NC(=O)c2oc(=O)c3ccccc3c2-c2ccccc2)cc(C(=O)OC)c1
#5 Cc1cc2n(n1)C(c1ccc3c(c1)OCO3)Nc1ccccc1-2 (stereo unspecified)
#6 Cc1ccc(NC(=O)COC(=O)CNC(=O)c2ccc(Cl)cc2Cl)cc1S(=O)(=O)N1CCOCC1
#7 Cc1nc(SCC(=O)c2ccccc2)c(C#N)c(-c2ccco2)c1C(=O)NCc1ccco1
#8 CCOC(=O)c1c(-c2ccccc2)csc1NC(=O)CSc1ccccc1
compound no.	1	2	3	4	5	6	7	8
POLK inh	2%	-6%	-5%	-25%	-1%	8%	?	6%
Pol iota inh	25%	3%	24%	15%	-2%	-16%	?	4%
POLH inh	-8%	-7%	-18%	-13%	-14%	-17%	20µM*	-13%
BLM helicase inh	-2%	-2%	-5%	-7%	-5%	/	25µM*	-6%
Pol beta inh	11%	0%	3%	-2%	-18%	/	4%	-1%
APE1 inh	0%	28%	-4%	/	11%	25%	-6%	8%
BAZ2B inh	-8%	?	-6%	/	13%	-14%	4%	45%[activator]
G9a block	?	-4%[59 µM]	-4%[12.7 µM]	4%[59 µM]	5%[59 µM]	50µM*	?	29%[59 µM]
Anesthetic bind	?	-12%	-15%	-5%	-20%	/	?	68%[activator]

4 compounds from above, arranged by molar mass, largest number first:
#6 Cc1ccc(NC(=O)COC(=O)CNC(=O)c2ccc(Cl)cc2Cl)cc1S(=O)(=O)N1CCOCC1
#3 CCOc1ccc2[nH]c(=O)c(CN(CC3CCCN3CC)C(=O)NCc3ccccc3)cc2c1 (stereo unspecified)
#8 CCOC(=O)c1c(-c2ccccc2)csc1NC(=O)CSc1ccccc1
#1 Cc1ccc(-c2nn(CC(=O)Nc3cccnc3)c(=O)c3ccccc23)cc1
compound no.	6	3	8	1
POLK inh	8%	-5%	6%	2%
Pol iota inh	-16%	24%	4%	25%
POLH inh	-17%	-18%	-13%	-8%
BLM helicase inh	/	-5%	-6%	-2%
Pol beta inh	/	3%	-1%	11%
APE1 inh	25%	-4%	8%	0%
BAZ2B inh	-14%	-6%	45%[activator]	-8%
G9a block	50µM*	-4%[12.7 µM]	29%[59 µM]	?
Anesthetic bind	/	-15%	68%[activator]	?

More entries
#9 CCN(Cc1ccccc1)S(=O)(=O)c1cc2[nH]c(=O)c(=O)[nH]c2cc1C
#10 Cn1c(=O)n(C)c2cc(S(=O)(=O)O)ccc21
#11 O=C(O)C1CC(=O)N(C2CCCCC2)C1c1ccccc1 (stereo unspecified)
#12 COc1ccc(C(=O)NCc2c(C)oc(C)c2C(=O)O)cc1
#13 COCCNC(=O)c1ccc2c(=O)n(CCOC)c(=O)[nH]c2c1
#14 CCOC(=O)c1c(NC(=O)c2cc3nc(-c4ccc(Br)cc4)cc(C(F)(F)F)n3n2)sc(C(C)=O)c1C
#15 CN1C(C(=O)NCc2cccc(C(F)(F)F)c2)CC2Cn3c(nc4ccccc43)C21 (stereo unspecified)
#16 Cc1cccc(N(CC(O)CN(C)C)S(=O)(=O)c2ccccc2)c1 (stereo unspecified)
compound no.	9	10	11	12	13	14	15	16
POLK inh	-12%	-3%	-5%	1%	1%	-9%[60.1 µM]	-2%	6%
Pol iota inh	-2%	6%	11%	124%[activator]	9%	5%	-2%	-12%
POLH inh	-5%	-17%	11%	6%	8%	0%	-13%	-2%
BLM helicase inh	0%	-4%	3%	-9%	0%	1%	-3%	2%
Pol beta inh	10%	0%	-3%	22%	9%	-3%	0%	-6%
APE1 inh	-7%	-5%	1%	19%	10%	/	2%	3%
BAZ2B inh	12%	-36%	8%	-32%	-6%	-6%	-4%	7%
G9a block	/	28%[12.7 µM]	18%[59 µM]	?	-12%[2.33 µM]	?	1%[59 µM]	-5%[12.7 µM]
Anesthetic bind	-16%	-5%	0%	-7%	-5%	9%	-7%	-5%

#17 COc1ccc(/C=C/C(=O)NC(C)C)cc1Br
#18 Cc1ccc(S(=O)(=O)N2CCN(C(=O)C(Cc3ccccc3)NC(=O)c3ccccc3)CC2)cc1 (stereo unspecified)
#19 Cc1[nH]c(=O)[nH]c(=O)c1NC(=O)c1cccs1
#20 CN(CC(=O)Nc1ccc(S(=O)(=O)N2CCCC2)cc1)Cc1cccc(Cl)c1Cl
#21 CCOc1cc(Cl)c(S(=O)(=O)NCc2cccnc2)cc1Cl
#22 CC(=O)c1ccc(NC(=O)CSc2nnc3c(n2)[nH]c2ccccc23)cc1
#23 O=C1CC(c2ccccc2C(F)(F)F)c2c(c3ccccc3[nH]c2=O)O1 (stereo unspecified)
#24 CCc1ccccc1NC(=O)CNC(=O)CNC(=O)C1CCCCC1
compound no.	17	18	19	20	21	22	23	24
POLK inh	-2%	-7%	-7%	-5%	-7%	3%	-30%	-14%
Pol iota inh	1%	-27%	11%	5%	125%[activator]	-18%	-12%	?
POLH inh	-3%	-5%	-19%	-25%	-10%	45µM*	-3%	-8%
BLM helicase inh	-2%	/	-3%	-7%	-2%	-27%	1%	/
Pol beta inh	2%	/	-8%	-1%	41%[activator]	8.9µM*	3%	/
APE1 inh	1%	3%	-2%	-1%	-9%	/	/	-3%
BAZ2B inh	-2%	0%	-1%	-3%	8%	-30%	-13%	-5%
G9a block	-5%[59 µM]	-1%[59 µM]	-3%[12.7 µM]	7%[59 µM]	/	2%[59 µM]	-2%[59 µM]	18%[12.7 µM]
Anesthetic bind	0%	/	-2%	-6%	-11%	?	4%	/

#25 CC1CCN(C(=O)CCNS(=O)(=O)c2ccc(Br)cc2)CC1
#26 Cc1ccc(NC(=O)CCCn2nc(C)c3sc4ccccc4c3c2=O)c(Cl)c1
#27 CCOc1ccc(NC(=O)c2c3c(nc4ccccc24)CCC3)cc1
#28 COC(=O)c1[nH]c2ccccc2c1NC(=O)c1ccccc1[N+](=O)[O-]
#29 CCCC(=O)n1nc(-c2cccnc2)nc1N
#30 c1ccc(-c2ccc(CN3CCSCC3)cc2)cc1
#31 Cc1cc(N/C=C2\CCCCC2=O)no1
#32 Cn1c(-c2c(N)n(CCCc3ccccc3)c3nc4ccccc4nc23)nc2ccccc21
compound no.	25	26	27	28	29	30	31	32
POLK inh	7%	-8%	-6%	-3%	2%	-2%	-7%	-12%
Pol iota inh	26%	26%	3%	13%	2%	4%	10%	-22%
POLH inh	2%	-12%	-4%	-9%	-4%	-7%	8%	-8%
BLM helicase inh	/	-10%	-19%	-3%	-3%	1%	-1%	-5%
Pol beta inh	/	10%	12%	-13%	-4%	4%	-2%	1%
APE1 inh	22%	/	8%	2%	0%	-19%	4%	2%
BAZ2B inh	-5%	-17%	-5%	0%	2%[57.1 µM]	?	-5%	28%
G9a block	-3%[12.7 µM]	?	?	20%[59 µM]	14%[12.7 µM]	/	-36%[59 µM]	172%[activator]
Anesthetic bind	/	-7%	-3%	2%	-11%	-11%	-14%	-9%

#33 Nc1cc(C(=O)OCC(=O)N2CCC(Cc3ccccc3)CC2)ccc1Cl
#34 Cc1nn(C)c(C)c1NC(=O)CSc1nnc(C)n1-c1ccccc1
#35 Cc1cc(Cl)ccc1NC(=O)C1CCCN(c2nnc(C)c3c(C)n(-c4ccccc4)nc23)C1 (stereo unspecified)
#36 O=C(CSc1nc2ccccc2nc1Cc1ccc(Cl)cc1)N1CCN(c2ccccc2F)CC1
#37 CCOC(=O)N1CCN(C(=O)Cn2ccc3c(OC)cccc3c2=O)CC1
#38 CCOc1ccccc1C(=O)N(CN1CCCC1=O)c1ccc(C)c(Cl)c1
#39 COCCNc1nc(N)c([N+](=O)[O-])c(NCCO)n1
#40 Cc1ccc(S(=O)(=O)N2CCC(Oc3ccc(-n4cnnn4)cc3)CC2)cc1
compound no.	33	34	35	36	37	38	39	40
POLK inh	-2%	-2%	-15%	-5%[60.1 µM]	-18%	-14%	-6%	-8%&4%
Pol iota inh	10%	-4%	13%	-2%	-23%	16%	22%	20%&9%
POLH inh	1%	-5%	-11%	-13%	-7%	-5%	-20%	-20%&4%
BLM helicase inh	/	-3%	-9%	-8%	2%	1%	-3%	-4%&-1%
Pol beta inh	/	-1%	3%	-12%	4%	16%	6%	31%&22%
APE1 inh	35%	-1%	/	/	1%	-3%	9%	15%
BAZ2B inh	-3%	-2%	-6%	6%	23%	-5%	-14%	-18%&1%
G9a block	11%[12.7 µM]	7%[59 µM]	?	-1%[59 µM]	?	10%[2.33 µM]	-24%[59 µM]	11%
Anesthetic bind	/	-5%	5%	1%	0%	-9%	-5%	8%&-13%

#41 CP(=O)(COC(=O)c1ccccc1)COC(=O)c1ccccc1
#42 Cc1cc2cc(CCNS(C)(=O)=O)c(=O)[nH]c2cc1C
#43 COc1ccccc1/C=C/CN1CC(C)OC(C)C1 (stereo unspecified)
#44 Cc1cc(C)n(Cc2ccc(C(=O)O)cc2)n1
#45 CCOC(=O)c1ccccc1NC(=O)CN(c1ccccc1OC)S(=O)(=O)c1ccc(C)cc1
#46 Cc1noc(C)c1C(=O)Nc1nc(-c2ccc(F)cc2)cs1
#47 O=C(O)CCCNc1ccc(S(=O)(=O)Nc2ccccc2C(=O)O)cc1C(=O)O
#48 O=C(CCNC(=O)c1ccccc1Cl)Nc1nc(-c2ccc(F)cc2)cs1
compound no.	41	42	43	44	45	46	47	48
POLK inh	-1%	-6%	-16%	-1%[60.1 µM]	-1%[60.1 µM]	-10%	-13%	-13%
Pol iota inh	22%	24%	-6%	2%	4%	4%	-4%	4%
POLH inh	4%	-4%	-3%	0%	-13%	-21%	-11%	-4%
BLM helicase inh	1%	2%	0%	-2%	-7%	/	-5%	0%
Pol beta inh	3%	0%	-1%	3%	-16%	/	-3%	0%[57.1 µM]
APE1 inh	18%	-3%	-3%	2%	/	25%	-9%	-8%
BAZ2B inh	-5%	-3%	45µM*	-4%	-2%	-16%	?	14%
G9a block	-10%[59 µM]	7%	?	14%	-9%[59 µM]	-36%[59 µM]	50µM*	?
Anesthetic bind	-9%	-11%	0%	-11%	39%[activator]	/	-2%	3%

Only part of the results is shown (hit frequency here may not be typical).
